# SENP7 block: SENP7 protease inhibitors, primary screen, biochemical, luminescence, uHTS; Sentrin-specific protease 7 (Homo sapiens), Q9BQF6; recombinant SENP7, Z-RLRGG-aminoluciferin luminescence, 40 min; inhibition, % at 5 µM; 330,000 tested, 1.5% active; AID 434973, 2010;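 active = inhibition above about 50% at the single test dose, limit read from the data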;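 also: plate controls were DMSO with enzyme for no effect and no enzyme buffer wells for full effect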
# Target sequence (Q9BQF6 706-1050 limits assumed): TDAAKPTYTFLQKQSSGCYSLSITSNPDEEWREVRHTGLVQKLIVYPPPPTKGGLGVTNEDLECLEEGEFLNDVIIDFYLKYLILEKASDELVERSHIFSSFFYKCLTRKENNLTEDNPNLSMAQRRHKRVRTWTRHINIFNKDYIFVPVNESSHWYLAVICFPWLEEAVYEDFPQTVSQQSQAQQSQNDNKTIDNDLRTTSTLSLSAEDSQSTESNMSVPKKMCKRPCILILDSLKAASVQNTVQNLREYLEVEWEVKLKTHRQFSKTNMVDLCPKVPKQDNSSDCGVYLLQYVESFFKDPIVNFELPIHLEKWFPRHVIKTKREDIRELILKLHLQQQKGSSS
# HKDC1 inh: HKDC1 hexokinase inhibitors, primary screen, biochemical, fluorescence, uHTS. Q2TB90. recombinant HKDC1, G6PDH/diaphorase resazurin coupled fluorescence. inhibition, % at 20 µM. 340,000 tested, 0.16% active;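 active = inhibition above about 35% when tested at 20 µM, limit read from the data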;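 also: plate controls were DMSO wells with enzyme for no effect and DMSO wells lacking enzyme for full effect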
#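 Assay system: recombinant HKDC1 hexokinase; detection: coupled resazurin fluorescence, excitation 525 nm, emission 613 nm; benchmarks: DMSO-plus-enzyme-mix negative control, buffer-substituted positive control; compound dosing: single 20 µM dose; schedule: 90 min at room temperature in dark; also added: glucose plus 1 mM ATP as hexokinase substrates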
# PfG6PD inh: PfG6PD enzyme inhibitors, primary screen, biochemical, fluorescence intensity, uHTS. glucose-6-phosphate dehydrogenase-6-phosphogluconolactonase (Plasmodium falciparum 3D7). PfGluPho enzyme, NADPH resazurin-diaphorase fluorescence. AID 504690, 2011. inhibition, % at 20 µM. 350,000 tested, 0.78% active;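 active = inhibition reaching at least a set limit at 20 µM in the primary screen, cut at about 59% in these data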;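 also: 0% = DMSO wells with substrate and 100% = DMSO wells lacking glucose-6-phosphate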
# ATG4B inhibitor: ATG4B protease inhibitors, primary screen, biochemical, fluorescence, uHTS | ATG4B cleavage of LC3-PLA2, NBD-HPC fluorescence, 1 h | inhibition, % at 8.33 µM | 340,000 tested, 0.51% active; in the data active = inhibition above about 40%
# Target sequence (Q9Y4P1 whole entry, looked up): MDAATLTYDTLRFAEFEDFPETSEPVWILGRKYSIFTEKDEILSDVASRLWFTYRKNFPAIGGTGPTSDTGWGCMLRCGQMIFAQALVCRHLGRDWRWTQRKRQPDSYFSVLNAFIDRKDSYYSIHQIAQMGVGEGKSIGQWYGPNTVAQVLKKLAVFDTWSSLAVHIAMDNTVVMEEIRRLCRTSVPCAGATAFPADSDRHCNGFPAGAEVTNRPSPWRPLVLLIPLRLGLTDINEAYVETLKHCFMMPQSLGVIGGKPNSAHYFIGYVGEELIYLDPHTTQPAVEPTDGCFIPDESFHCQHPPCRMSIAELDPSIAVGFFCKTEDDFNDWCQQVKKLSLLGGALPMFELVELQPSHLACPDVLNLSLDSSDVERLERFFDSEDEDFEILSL
# MPTP inh: mitochondrial permeability transition pore inhibitors, primary screen, biochemical, isolated mouse mitochondria, absorbance; Ca2+ swelling absorbance, 30 min; inhibition, % at 10 µM; 360,000 tested, 1.4% active;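 active = inhibition of 50% or more, scaled per plate between neutral and stimulator controls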;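 also: 0% = DMSO wells given calcium and 100% = 1 mM EGTA wells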
# SENP8 block: human SENP8 protease inhibitors, primary screen, biochemical, fluorescence, Nedd8 protein substrate, uHTS | inhibition, % at 20 µM | 360,000 tested, 0.64% active | recombinant SENP8 | Sentrin-specific protease 8 (Homo sapiens), Q96LD8; in the data active = inhibition mostly above about 40%, no sharp cut-off; inactive = mostly below about 27%
# Target sequence (Q96LD8 whole entry, looked up): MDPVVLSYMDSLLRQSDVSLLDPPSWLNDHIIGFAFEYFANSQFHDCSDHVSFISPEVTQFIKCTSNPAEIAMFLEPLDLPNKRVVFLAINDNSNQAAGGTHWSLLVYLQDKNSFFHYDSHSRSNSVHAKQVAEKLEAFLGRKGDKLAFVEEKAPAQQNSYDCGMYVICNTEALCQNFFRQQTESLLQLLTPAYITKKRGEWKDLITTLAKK
# SENP6 block: SENP6 protease inhibitors, primary screen, biochemical, luminescence, uHTS | Recombinant SENP6 catalytic domain, aminoluciferin luminescence | inhibition, % at 10 µM | 330,000 tested, 1.8% active | AID 2599, 2010;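 active = inhibition above about 50% at the single tested dose, limit read from the data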;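 also: plate controls were DMSO wells with enzyme for no effect and DMSO wells lacking enzyme for full effect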
# NR3A LBD binder: binders of NR3A ligand-binding domain, primary screen, biophysical, differential scanning fluorimetry, uHTS | NR3A LBD differential scanning fluorimetry, Tm shift; 0% = protein alone, 100% = glycine-bound protein | Glutamate receptor ionotropic, NMDA 3A (GRIN3A) ligand-binding domain | 340,000 tested, 2.5% active | Tm shift relative to glycine control, % at 25 µM | AID 1259313, 2017;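 active = melting temperature shift of at least 10% of the positive control shift, at one fixed dose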
# The depositor's hits bear a star; x = no result given.
# The first 4 compounds, to show the layout:
SMILES,SENP7 block,HKDC1 inh,PfG6PD inh,ATG4B inhibitor,MPTP inh,SENP8 block,SENP6 block,NR3A LBD binder
O=C(NNC(=O)c1ccc(F)cc1)c1ccncc1,0,0,-5,-3,0.0,9,0,-2
O=C(O)CSc1c2c(nc3cc(C(=O)NCCN4CCOCC4)ccc13)CCC2,4,-5,-2,-4,x,x,-10,0
Cc1ccc(C)c(Cn2c(O)c(N=NC(=S)Nc3ccccc3F)c3ccccc32)c1,1,-11,6,-9,2.7,37,-6,-2
O=C(NCCN1CCOCC1)c1ccc(=O)oc1,-3,-2,-4,-11,-0.1,-269,-3,-1

# Main list, from the start:
SMILES,SENP7 block,HKDC1 inh,PfG6PD inh,ATG4B inhibitor,MPTP inh,SENP8 block,SENP6 block,NR3A LBD binder
O=C(NNC(=O)c1ccc(F)cc1)c1ccncc1,0,0,-5,-3,0.0,9,0,-2
O=C(O)CSc1c2c(nc3cc(C(=O)NCCN4CCOCC4)ccc13)CCC2,4,-5,-2,-4,x,x,-10,0
Cc1ccc(C)c(Cn2c(O)c(N=NC(=S)Nc3ccccc3F)c3ccccc32)c1,1,-11,6,-9,2.7,37,-6,-2
O=C(NCCN1CCOCC1)c1ccc(=O)oc1,-3,-2,-4,-11,-0.1,-269,-3,-1
NC(=NC1CCCCC1)NS(=O)(=O)c1ccccc1,-5,-7,9,-3,0.4,11,-20,-2
O=C(NC1CCN(C(=O)Nc2ccc(F)cc2)CC1)c1cccc(F)c1,3,-3,12,3,-1.4,14,-5,1
O=C1/C(=C/c2cccc(F)c2)Oc2cc(O)ccc21,47,13,-23,-8,8.7,-256,52*,2
O=C(NCCc1csc(-c2ccccc2)n1)c1ccc(Br)o1,15,3,-16,9,1.3,6,-16,2
CC(C)c1ccc(CNC(=O)CSCC(=O)Nc2ccc3ccccc3c2)cc1,6,-4,30,-5,3.5,9,6,1
OC1(c2cccc(F)c2)CCN(Cc2ccncc2)CC1,7,-1,-7,-1,-1.6,0,-14,-1
C=CCc1cccc(CNc2c(C)n(C)n(-c3ccccc3)c2=O)c1O,7,2,-6,6,2.4,15,-4,2
O=C(Cc1cc(=O)oc2cc(O)ccc12)N[C@@H](Cc1c[nH]c2ccccc12)C(=O)O,2,-5,-11,0,-1.0,-288,-4,2
CN(C(=O)c1ccc2nc(N)sc2c1)c1ccccc1,-5,5,10,-2,1.7,3,12,2
COc1ccccc1CNC(=O)C(NS(=O)(=O)c1ccc2c(c1)OCCO2)C(C)C (stereo unspecified),2,-13,11,3,-0.1,-7,-2,-3
COc1ccccc1N1CCN(c2nccc(C)n2)CC1,1,-6,4,0,-0.2,6,-26,3

# Looked up by structure from the list above (3):
SMILES,SENP7 block,HKDC1 inh,PfG6PD inh,ATG4B inhibitor,MPTP inh,SENP8 block,SENP6 block,NR3A LBD binder
O=C(NCCN1CCOCC1)c1ccc(=O)oc1,-3,-2,-4,-11,-0.1,-269,-3,-1
COc1ccccc1CNC(=O)C(NS(=O)(=O)c1ccc2c(c1)OCCO2)C(C)C (stereo unspecified),2,-13,11,3,-0.1,-7,-2,-3
O=C1/C(=C/c2cccc(F)c2)Oc2cc(O)ccc21,47,13,-23,-8,8.7,-256,52*,2

# Following part
SMILES,SENP7 block,HKDC1 inh,PfG6PD inh,ATG4B inhibitor,MPTP inh,SENP8 block,SENP6 block,NR3A LBD binder
CCC(Oc1ccccc1OC)C(=O)Nc1ccc2c(c1)n(C)c(=O)n2C (stereo unspecified),-6,-2,-3,-2,-0.9,14,12,-3
O=C(Cc1c[nH]c2ccccc12)N1CCN(S(=O)(=O)c2cccc(Cl)c2Cl)CC1,-8,-1,-4,-12,-0.9,2,-10,-4
Cc1cc(C)c(NS(=O)(=O)c2ccc3c(c2)n(C)c(=O)n3C)c(C)c1,2,-3,8,-11,-0.6,9,6,7
O=C(CCNS(=O)(=O)c1ccc(Cl)cc1)NCc1cccs1,-6,-7,-9,1,-1.3,13,-2,1
CCn1c(N)c(C(=O)NCCOC)sc1=S,-7,-5,18,-9,0.3,17,1,-4
COc1cccc(NC(=O)CN(c2ccc(C)cc2)S(=O)(=O)c2c(C)nn(C)c2C)c1,2,-2,-3,-10,2.5,14,0,8
O=C1CC(N2CCC(c3nc4ccccc4s3)CC2)C(=O)N1 (stereo unspecified),-3,-4,6,-3,10,13,-5,-3
CCn1cc(C(=O)Nc2ccc(C)cc2[N+](=O)[O-])c(C)n1,13,-3,12,-8,-0.7,14,-11,0
O=C(CSc1nnc(-c2ccccc2F)o1)OCc1ccccc1,-13,-7,-9,11,-1.7,16,-4,-20
Cc1ccc(C)c(NC(=O)CSc2nc3ccccc3nc2N2CCOCC2)c1,7,-6,-6,-11,2.1,-50,7,-3
Fc1cccc(CSc2ncnc3c2oc2ccccc23)c1,4,7,-15,6,-0.5,23,1,-2
CCOc1ccc(-n2ccnc2SCC(=O)N2CCCc3ccccc32)cc1,-7,-10,-5,8,1.4,5,6,-1
CSc1ccc(CNC(=O)C2CCC(=O)N(CCc3cccc(F)c3)C2)cc1 (stereo unspecified),6,5,-14,2,0.3,0,-15,-4
O=C(CCCCCn1c(=S)[nH]c2ccc(N3CCOCC3)cc2c1=O)NCc1ccccc1,1,12,0,21,11,-404,-4,-2
Cc1c(C(=O)NCc2ccccc2CN2CCCC2)oc2ccc(F)cc12,-6,-1,7,-4,-0.3,14,-9,1
CCCn1c(SCC(=O)NCC2CCCO2)nc2c1c(=O)n(C)c(=O)n2C (stereo unspecified),1,-9,4,3,3.1,6,3,0
Cn1c(=O)oc2cc(S(=O)(=O)NCCC(=O)Nc3ccc4c(c3)OCCO4)ccc21,-1,-7,6,-2,-0.7,17,-2,0
Cc1ccccc1NC(=O)c1ccc(-c2ccc(Cl)cc2Cl)o1,-11,-1,14,2,1.5,1,-4,-2
CCc1ccccc1NC(=O)CNC(=O)c1cn(Cc2ccccc2)nc1-c1cccnc1,-1,-4,-7,-7,-0.1,15,-5,0
CCCCCCOC(=O)CCc1c(C)nc(N)[nH]c1=O,-7,-12,-29,-1,-0.4,20,-5,0
Cc1ccc(S(=O)(=O)N2CCN(C(=O)CCC(=O)NCc3ccc(F)cc3)CC2)cc1,-9,-15,1,-4,-0.5,2,-13,-2
COc1cc(NC(=O)Cc2nn(C)c(=O)c3ccccc23)cc(OC)c1OC,2,-12,-7,-7,0.3,4,-9,0
Cc1cccc(NS(=O)(=O)c2cccc(C(=O)N3CC(C)OC(C)C3)c2)c1 (stereo unspecified),-5,-6,-9,-5,-1.1,7,2,-1
[O-][n+]1c2ccc3nonc3c2nn1-c1ccccc1Cl,-3,-2,-4,-5,-1.2,-47,-4,1
CCOc1ccc(CNCc2ccccc2Cl)cc1,1,-13,-6,-1,0.6,2,-5,-2
Cc1ccc(N(CC(=O)Nc2cc(Cl)ccc2Oc2ccccc2)S(C)(=O)=O)cc1C,3,-3,16,-1,0.9,16,-14,-26
CCCCNCC1C(Oc2ccc(Cl)cc2)C(=O)N1c1ccccc1C (stereo unspecified),1,-3,1,14,0.6,18,-12,-2
CCOc1ccccc1NC(=O)CNC(=O)CNC(=O)Cc1ccccc1,1,0,-8,1,0.0,9,13,-3
CN(C)S(=O)(=O)c1ccc(C(=O)N2CCC(c3nc4ccccc4o3)CC2)cc1,-2,-5,0,-5,-0.3,12,5,-2
Cc1ccc2c(c1)-c1c(ssc1=S)C(C)(C)N2C(=O)CSC1=NCCS1,7,4,1,-9,-1.4,17,-4,-1
O=C(c1ccccn1)N1N=C2/C(=C/c3ccc(F)cc3)CCCC2C1c1ccc(F)cc1 (stereo unspecified),3,8,-4,-11,0.7,7,1,0
CS(=O)(=O)NCC(c1cccnc1)N1CCN(c2ccccc2F)CC1 (stereo unspecified),-4,-8,11,-1,3.3,28,8,-1
C=CCNC(=O)c1onc(CSc2cc(C)cc(C)c2)c1C(=O)NCC=C,2,2,17,-6,-1.1,13,3,-5
Cc1ccc(NC(=S)N2CCN(S(=O)(=O)c3ccccc3)CC2)cc1,-7,2,-5,-1,-2.2,0,-32,0
COC(=O)C1CCN(C(=O)Nc2ccc(OC)cc2)CC1,-4,7,-2,12,0.6,26,2,-2
CCCS(=O)(=O)c1c(S(=O)(=O)CCC)c2c(N)cccn2c1C(=O)c1ccc(F)cc1,5,3,43,-8,0.2,22,4,-8
Cc1ccc(NC(=O)C(C)OC(=O)c2n[nH]c3ccccc23)cc1 (stereo unspecified),-15,-3,6,17,0.0,-4,-20,-2
Cc1ccc(CNc2nc3ccccc3n3cnnc23)cc1,-1,-1,1,-4,0.8,-60,6,0
CCN1CCN(CC(=O)Nc2cc3c(cc2C(C)=O)OCO3)CC1,-2,0,13,-3,-4.2,-144,9,0
COc1ccc(CCNc2nc(-c3sc(C)nc3C)cs2)cc1OC,3,-7,3,-7,1.0,7,3,-3
COc1ccc2c(c1)OC[C@H]1[C@H]2N2C(=O)CNC(=O)[C@@]2(C)[C@H]1c1ccccc1,-4,-5,-4,2,x,x,8,-1
CSc1nsc2nc(=O)c(/C=C3\C(C)=Nc4ccccc43)c(N)n12,x,10,-35,3,8.4,-14,x,10
COc1ccc(-c2ccc(C#N)c(OC)n2)cc1,3,-7,4,-7,0.0,-393,-3,2
Cc1ccc(CNC(=O)c2cc3ccccc3oc2=O)cc1,5,2,-2,-7,1.0,-97,-6,0
O=C(COC(=O)c1cccnc1Cl)c1ccccc1,65*,0,-10,14,-2.8,1,78*,2
CCCNC(=O)c1ccccc1SCc1c(C)noc1C,-13,-4,0,-3,-0.3,8,-8,-1
CCC(C(=O)c1ccccc1)N(C(=O)c1ccccc1Cl)N1C(=O)C2C3C=CC(C3)C2C1=O (stereo unspecified),0,-1,18,-8,1.1,2,-1,1
CCCOc1ccc(C(=O)N2CCN(c3ccc(NC(=O)CC)cc3Cl)CC2)cc1,-11,0,-2,-12,21,8,-20,-4
CCCCc1cn([C@@H](CCCCNC(=O)OC(C)(C)C)C(=O)N2CCN(C(=O)OC(C)(C)C)CC2)nn1,-8,-2,-4,0,0.3,6,-13,5
C=CCn1c(SCc2nc3ccccc3c(=O)[nH]2)nc2scc(C3CC3)c2c1=O,-5,-1,-1,2,8.4,-30,-3,-2
CCOC(=O)Nc1sc(NS(=O)(=O)c2ccccc2)nc1C,3,-4,-4,-8,0.8,9,-9,0
CCCC(c1nnnn1Cc1ccco1)N1CCN(C2CCCC2)CC1 (stereo unspecified),4,-5,8,-14,-0.8,19,6,-2
CN1CCN(C(=O)C2=C[C@@H](C(C)(C)C)C[C@@H](OCc3ccc(CO)cc3)O2)CC1,1,-1,-5,3,-1.1,11,-6,-1
Cc1n[nH]c(C)c1CCCCOc1ccccc1,-9,-2,-2,-12,-4.1,1,-14,-1
COC(=O)Oc1ccc(/C=N/NC(=O)CSCc2ccccc2Br)cc1OC,12,-2,-25,-6,2.3,9,9,0
O=C(C1CCC1)N1CCN(c2ccc(C(F)(F)F)cc2[N+](=O)[O-])CC1,-9,5,6,-2,0.6,22,3,3
Cc1cc(C)cc(Oc2c(C(F)(F)F)oc3cc(OCC(=O)O)ccc3c2=O)c1,3,5,-31,-3,1.0,14,2,2
CC(C)(C)c1cc2nc3c(c(=O)n2[nH]1)CN(Cc1ccccc1)C3=O,3,-2,-8,-2,0.1,-396,-2,-1
CNC(=O)CSc1nc2cccnc2n1-c1ccc(F)cc1,-1,-4,-1,-7,2.1,10,4,0
COc1cccc(C(=O)NC(=O)Nc2cc(C)on2)c1,6,-4,9,-3,0.6,6,-5,1
O=C(CN1C(=O)c2ccccc2C1=O)N1CCOCC1,-8,-7,5,-6,-4.6,18,-10,2

# Screening data as filed in PubChem.
